Assay outcomes from PubChem BioAssay.
N-glyco inh – N-linked glycosylation inhibition. reporter increase, % at 12.5 µM. AID 588692. 0.23% of 360,000 active. D54 ERlucT glycosylation luciferase reporter, 24 h; percent of 100 nM tunicamycin response;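 active = mean luciferase reporter signal, scaled so untreated is 0 and the glycosylation-blocking control 100, at or above a set limit in every replicate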;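 also: luciferase carries N-glycosylation sites so blocking glycosylation raises the light; 0% = median of neutral control wells and 100% = median of 100 nM tunicamycin wells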
m5-HT2A agonist – activates the mouse 5-HT2A serotonin receptor | CHO-K1 mHTR2A beta-arrestin complementation, luminescence; percent of 30 µM serotonin response | activation, % at 7.6 µM | P35363 | AID 624169 | 0.66% of 360,000 active;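 active = activation above a run cutoff, the mean activation of all tested compounds plus 3 SD, cut at about 14% in these data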;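 also: 0% = plate median of compound wells and 100% = 30 µM serotonin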
NOD2-RIPK2 inh – inhibitors of human NOD2-RIPK2 interaction; O43353; CHO BLA complementation NOD2-RIPK2, CCF4 ratio; inhibition, % at 4.98 µM; 0.38% of 360,000 active; AID 624267; in the data active = inhibition above about 21%;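 also: 0% = vehicle only and 100% = reference blocker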
MC4R ag barr – activates human MC4R beta-arrestin recruitment | activation, % at 8.9 µM | AID 540308 | P32245 | U2OS MC4R beta-arrestin complementation, luminescence; percent of melanotan II response, DMSO zero | 0.98% of 360,000 active;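 active = activation above a per-plate cutoff, the mean activation of sample wells on that plate plus 3 SD, cut at about 8% in these data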
ABCB6 inh MLPCN – human ABCB6 transporter inhibition | Q9NP58 | K562-ABCB6 porphyrin accumulation, flow cytometry, 1 h; stronger effect = lower value | fluorescence ratio to DMSO, % at 10 µM | 0.19% of 360,000 active;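 active = fluorescence ratio to DMSO below 75%, the collection mean minus 3 SD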;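 also: signal is porphyrin accumulated inside mitochondria; 100% equals median channel fluorescence of DMSO control wells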
TLR9-MyD88 inh – blocks human TLR9 binding to MyD88; Q9NR96+Q99836; CHO BLA complementation TLR9-MyD88, CCF4 FRET ratio; inhibition, % at 4.98 µM; 0.21% of 340,000 active;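 active = inhibition above the mean over all tested compounds plus 3 SD, cut at about 21% in these data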;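 also: 0% = DMSO only wells and 100% = clavulanate BLA inhibitor control wells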
Target sequence (Q99836 whole entry, looked up): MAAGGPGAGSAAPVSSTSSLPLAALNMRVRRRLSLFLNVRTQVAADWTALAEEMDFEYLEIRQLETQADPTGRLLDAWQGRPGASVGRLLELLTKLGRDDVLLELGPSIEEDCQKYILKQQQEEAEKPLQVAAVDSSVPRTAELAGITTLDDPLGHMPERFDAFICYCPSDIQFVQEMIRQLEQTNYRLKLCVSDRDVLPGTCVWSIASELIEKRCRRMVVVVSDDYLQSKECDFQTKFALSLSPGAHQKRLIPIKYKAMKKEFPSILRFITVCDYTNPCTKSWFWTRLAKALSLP
Target sequence (Q9NR96 whole entry, looked up): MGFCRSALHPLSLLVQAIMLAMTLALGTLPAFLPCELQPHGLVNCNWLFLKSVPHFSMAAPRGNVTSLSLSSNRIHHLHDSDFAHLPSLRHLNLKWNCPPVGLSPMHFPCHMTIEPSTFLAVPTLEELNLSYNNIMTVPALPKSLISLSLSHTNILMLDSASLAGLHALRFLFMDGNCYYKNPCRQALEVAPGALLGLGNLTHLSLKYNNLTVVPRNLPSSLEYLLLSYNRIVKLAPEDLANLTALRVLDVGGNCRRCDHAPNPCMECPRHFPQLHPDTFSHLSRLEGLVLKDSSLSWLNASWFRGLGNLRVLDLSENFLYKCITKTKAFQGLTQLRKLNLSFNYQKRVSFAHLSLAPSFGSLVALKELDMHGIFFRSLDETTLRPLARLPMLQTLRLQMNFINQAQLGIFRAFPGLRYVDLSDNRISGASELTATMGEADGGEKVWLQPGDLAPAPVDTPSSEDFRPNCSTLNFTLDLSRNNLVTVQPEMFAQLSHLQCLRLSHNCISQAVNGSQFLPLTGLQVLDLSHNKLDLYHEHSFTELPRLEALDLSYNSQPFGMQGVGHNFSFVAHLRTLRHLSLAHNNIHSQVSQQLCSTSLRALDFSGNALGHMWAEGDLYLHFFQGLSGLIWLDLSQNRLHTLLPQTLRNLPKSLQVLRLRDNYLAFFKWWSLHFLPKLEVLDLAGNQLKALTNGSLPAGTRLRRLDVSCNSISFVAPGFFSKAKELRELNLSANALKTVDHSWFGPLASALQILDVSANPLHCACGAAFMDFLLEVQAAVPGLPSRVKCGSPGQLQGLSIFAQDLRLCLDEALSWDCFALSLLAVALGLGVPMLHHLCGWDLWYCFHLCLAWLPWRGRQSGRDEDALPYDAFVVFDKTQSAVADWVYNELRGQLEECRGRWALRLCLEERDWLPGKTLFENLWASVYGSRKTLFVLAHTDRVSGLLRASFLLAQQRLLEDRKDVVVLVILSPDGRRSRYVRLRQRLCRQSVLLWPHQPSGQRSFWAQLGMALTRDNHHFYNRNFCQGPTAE
H9c2 protect – myocardial damage modulation in H9c2 cells. H9c2 cardiomyocytes, H2O2 injury protection, ATPLite, 2 h. protection from H2O2 cell death, % at 20 µM. 0.63% of 360,000 active. AID 588492;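 active = compounds giving at least 50% protection of heart cells from peroxide-induced death in the single-dose screen, raw or plate-pattern-corrected value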;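 also: 0% = DMSO wells with peroxide and 100% = DMSO wells without peroxide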
MC4R antagonist – antagonists of human melanocortin 4 receptor (MC4R) | P32245 | 0.48% of 360,000 active | MC4R-expressing cells, MTII-stimulated cAMP, LANCE TR-FRET | inhibition, % at 6.5 µM;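 active = inhibition above its plate's cutoff, the mean of tested wells on that plate plus 3 SD, cut at about 29% in these data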;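 also: 0% = Melanotan II alone and 100% = Melanotan II plus saturating MCL0020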
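Assay system: U2OS-MC4R stable cell line; Also added: Melanotan II; Technique: Eu-cAMP/anti-cAMP TR-FRET, emission 671 nm; Times: 30-min compound, 1-h challenge, 1-h detection, room temperature.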
ABHD5-PLIN5 inh – blocks binding of human ABHD5 to perilipin-5; 0.78% of 360,000 active; Q00G26+Q8WTS1; Split G. princeps luciferase complementation, luminescence, 4 h; inhibition, % at 4 µM;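 active = inhibition above the mean inhibition across every tested compound plus 3 SD, cut at about 22% in these data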;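 also: 0% = DMSO only wells and the 100% control is not disclosed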
NCOA2 inhibitor – inhibits human steroid receptor coactivator 2. Q15596. HEK293 GAL4-SRC2 luciferase reporter, luminescence. inhibition, % at 9 µM. 0.17% of 370,000 active. AID 651957;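 active = inhibition above the mean inhibition of all tested compounds plus 3 SD, set per campaign, cut at about 52% in these data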;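 also: 0% = DMSO treated cells and 100% = cells given Gossypol at 36 µM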
* = called active by the depositor; . = no result given. These rows are one share of the data; count on the stated rates, not on these rows.

Order of values: N-glyco inh	m5-HT2A agonist	NOD2-RIPK2 inh	MC4R ag barr	ABCB6 inh MLPCN	TLR9-MyD88 inh	H9c2 protect	MC4R antagonist	ABHD5-PLIN5 inh	NCOA2 inhibitor
1: CC(=O)Nc1cccc(NC(=O)CSc2nc3ccccc3o2)c1
    2	4	-10	-1.9	103	7	-5	16	5	-18
2: N=C1C2=C3Sc4ccccc4N3CCCC2=NN1c1cccc(S(=O)(=O)O)c1
    1	-1	-4	-0.2	99	-5	1	16	7	14
3: CC1(C)CC(=O)C2=C(C1)NC(=O)CC2c1cc(F)ccc1F (configuration not stated)
    2	1	-4	1.4	103	-2	-1	15	7	-6
4: Cc1ccc(S(=O)(=O)N2CCC(C(=O)OCC(=O)N(CC(C)C)C3CCS(=O)(=O)C3)CC2)cc1C (configuration not stated)
    4	4	-5	-2.8	94	-5	9	-4	6	-15
5: CCN1CCN(C(=O)/C=C/c2ccc(C(C)C)cc2)CC1
    -2	-8	-8	-3.4	99	4	0	6	9	-11
6: COc1ccc(S(=O)(=O)N2CCC(C(N)=O)(N3CCCCC3)CC2)cc1
    -3	0	-3	-1.0	102	1	-2	1	4	-10
7: COc1ccc(C(CCN)Cc2ccccc2)cc1 (configuration not stated)
    -4	-9	-1	0.1	95	5	-5	6	5	20
8: COc1ccc(Cc2c(N)nc(N)nc2N)cc1
    0	-3	0	2.6	121	1	22	-1	-3	1
9: NC(=O)c1c(NC(=O)c2ccc([N+](=O)[O-])o2)sc2c1CCCC2
    12	5	5	-0.5	104	7	-7	0	5	5
10: CCn1c(O)c(N=NC(=O)c2cccnc2)c2cc(Br)ccc21
    4	-4	5	-2.5	94	0	21	-13	6	7
11: COc1ccc(S(=O)(=O)Nc2cc(C)ccn2)cc1
    0	-1	3	-0.5	96	-5	4	8	-1	-5
12: Cc1cc(F)ccc1S(=O)(=O)Nc1ncnc2sc3c(c12)CCC3
    -1	-1	3	-1.4	102	-9	6	17	-16	9
13: CC1CCCCC1NC(=O)CSc1nc2ccccc2[nH]1 (configuration not stated)
    3	-10	-2	-0.6	96	-3	0	-3	6	3
14: Cc1oc2cc3oc(=O)c(CCC(=O)NCc4ccccn4)c(C)c3cc2c1C
    0	-2	-8	-1.1	98	-1	-6	14	0	-51
15: Cc1ccc(C)c(S(=O)(=O)N2CCCC2CNC(=O)C(=O)NCCc2ccco2)c1 (configuration not stated)
    2	-5	-1	-1.4	97	-10	3	14	-2	22
16: O=P(O)(O)c1ccccc1OCCOCCOCCOCCOc1ccccc1P(=O)(O)O
    0	2	4	-1.4	96	-4	0	2	4	-52
17: Cc1cccc(Cc2c(C)nc3nc(SCC(=O)O)nn3c2C)c1
    0	4	-1	-0.2	97	4	6	1	5	-11
18: Cc1nnsc1C(=O)N1CCCC(C(=O)c2ccc(C(F)(F)F)cc2)C1 (configuration not stated)
    0	0	1	-0.2	92	0	7	6	1	-32
19: C[C@]12c3[nH]c4ccc(Cl)cc4c3CCN1C(=O)[C@@H](CC(=O)NCCc1ccccn1)C[C@@H]2C(=O)N1CCCCC1
    4	-6	-16	-2.5	85	-14	-6	9	7	2
20: COc1ccc2[nH]c(=O)c(CN(CC3CCCO3)C(=S)Nc3ccc(C)cc3)cc2c1 (configuration not stated)
    -4	13	-4	2.7	101	-4	2	-6	16	7

Three compounds from above, arranged by length of the SMILES, high to low:
Order of values: N-glyco inh	m5-HT2A agonist	NOD2-RIPK2 inh	MC4R ag barr	ABCB6 inh MLPCN	TLR9-MyD88 inh	H9c2 protect	MC4R antagonist	ABHD5-PLIN5 inh	NCOA2 inhibitor
20: COc1ccc2[nH]c(=O)c(CN(CC3CCCO3)C(=S)Nc3ccc(C)cc3)cc2c1 (configuration not stated)
    -4	13	-4	2.7	101	-4	2	-6	16	7
16: O=P(O)(O)c1ccccc1OCCOCCOCCOCCOc1ccccc1P(=O)(O)O
    0	2	4	-1.4	96	-4	0	2	4	-52
12: Cc1cc(F)ccc1S(=O)(=O)Nc1ncnc2sc3c(c12)CCC3
    -1	-1	3	-1.4	102	-9	6	17	-16	9

More results follow.
Order of values: N-glyco inh	m5-HT2A agonist	NOD2-RIPK2 inh	MC4R ag barr	ABCB6 inh MLPCN	TLR9-MyD88 inh	H9c2 protect	MC4R antagonist	ABHD5-PLIN5 inh	NCOA2 inhibitor
21: CCOC(=O)c1sc(NC(=O)Nc2ccccc2F)nc1C
    -21	-2	-3	3.2	101	-9	-20	4	-4	16
22: Cc1ccc2c(c1)cc(C(=O)NCc1ccccc1)n2C
    -6	-2	5	1.1	98	-3	0	-6	-2	-13
23: O=C(Cc1ccsc1)Nc1ccc(Cl)cc1Cl
    0	5	-5	1.1	101	-3	1	0	8	-25
24: CCc1ccc(C2(O)CC(C(F)(F)F)=NN2C(=O)Cc2ccc([N+](=O)[O-])cc2)cc1 (configuration not stated)
    -3	11	-2	1.1	98	0	2	-3	-8	-20
25: COc1ccc(-c2ccccc2)cc1NC(=O)c1cccs1
    1	-6	-8	1.5	102	-3	-7	19	1	-22
26: CCCCNC(=O)/C(C#N)=C/c1ccc(C(=O)OC)cc1
    1	3	-1	-1.0	100	1	7	-1	2	.
27: S=C(Nc1ccc(Cl)cc1Cl)NC1CCN(Cc2ccccc2)CC1
    -2	-1	0	2.2	97	0	-6	0	1	-13
28: Cc1ccc(C(=O)c2nccn2C)cc1C
    -1	7	1	1.0	103	7	6	15	-3	-17
29: CCN(CC)C(=O)CSc1nnc([C@H](Cc2c[nH]c3ccccc23)NC(=O)OC(C)(C)C)o1
    -2	5	7	-1.0	94	-4	0	-3	0	5
30: C=CCn1c(P(=O)(O)c2ccccc2)nc2ccccc21
    1	0	-15	-1.8	97	9	4	1	0	-19
31: O=C(NCc1cccs1)c1nn2cccnc2c1Cl
    0	-5	-7	-1.3	.	1	-1	3	-4	-23
32: CC(=O)N1CCC(N(CCN2CCOCC2)C(=S)Nc2cccc(C)c2)CC1
    0	1	-2	-1.9	99	-8	8	21	-4	-10
33: Cc1ccc(C(=O)Nc2ncc(C)s2)o1
    -5	0	-12	-0.1	103	-3	-4	15	4	-61
34: CN1C(=O)/C(=C\c2ccc(N(C)C)cc2)OC1=S
    3	2	4	-0.8	181	2	-18	-5	-4	-38
35: CNC(=S)N/N=C/c1cn(CCOc2cccc(OC)c2)c2ccccc12
    0	0	3	-1.0	94	-7	-15	-10	15	-19
36: O=C(c1ccc(Cl)c(S(=O)(=O)N2CCOCC2)c1)N(Cc1nnc(-c2ccccc2Cl)o1)C1CC1
    -1	9	-1	-3.1	97	3	-14	11	6	-6
37: O=S(=O)(NCCOc1ccccc1)c1ccc2ccccc2c1
    3	-2	9	3.4	99	-4	-7	1	0	12
38: CCOc1ccc(Nc2nc3ccccc3n3cnnc23)cc1
    8	6	7	2.2	99	-2	20	-1	1	11
39: Brc1ccc(OCc2nnc3n2CCC3)cc1
    1	1	1	-2.9	93	5	-6	-4	0	9
40: OCCSc1nc(-c2cccnc2)nc2ccccc12
    2	-1	0	-1.8	95	16	47	-11	1	-28
41: CCc1ccc(-c2cc3c(=O)n(CC(=O)N4CCCCCC4)nc(C)n3n2)cc1
    -1	-4	0	-0.4	95	-7	-5	7	2	-8
42: Cc1ccccc1OCC(=O)Nc1ccc(C(N)=O)cc1
    1	-4	-1	0.7	96	-7	-7	6	7	8
43: Cc1ccc(S(=O)(=O)Oc2ccccc2N2C(=O)C3CC=CCC3C2=O)cc1 (configuration not stated)
    -2	-3	-5	-2.4	95	4	-6	4	-2	-11
44: COc1cc(-c2nc(-c3ccccn3)no2)cc(OC)c1OC
    0	0	-7	-1.6	100	2	1	-1	0	-55
45: Cc1ccc(S(=O)(=O)n2cnc3cc([N+](=O)[O-])ccc32)c(C)c1C
    0	3	4	0.7	100	5	-8	0	0	7
46: Cc1nn(CC(C)C)c(Cl)c1C(=O)NCC1CCCO1 (configuration not stated)
    1	3	-7	0.2	103	-1	4	9	-6	13
47: CCOc1ccc(N2CC(C(=O)N3CCCCCC3)CC2=O)cc1 (configuration not stated)
    -1	3	-11	0.6	100	-4	-1	-5	-8	-8
48: c1ccc2[nH]c(SCc3cscn3)nc2c1
    0	-5	-1	-0.5	98	-9	4	5	2	-37
49: Brc1cc2c(cc1C1Nc3ccccc3C3C=CCC31)OCO2 (configuration not stated)
    -1	0	4	-0.1	90	8	-6	6	-17	-21
50: CN(C)CCCNC(=O)c1ccc(/C=N/O)nc1
    0	-4	1	-1.9	101	0	-4	-4	8	15

The last five compounds of the section above come first, to join the parts.
Order of values: N-glyco inh	m5-HT2A agonist	NOD2-RIPK2 inh	MC4R ag barr	ABCB6 inh MLPCN	TLR9-MyD88 inh	H9c2 protect	MC4R antagonist	ABHD5-PLIN5 inh	NCOA2 inhibitor
46: Cc1nn(CC(C)C)c(Cl)c1C(=O)NCC1CCCO1 (configuration not stated)
    1	3	-7	0.2	103	-1	4	9	-6	13
47: CCOc1ccc(N2CC(C(=O)N3CCCCCC3)CC2=O)cc1 (configuration not stated)
    -1	3	-11	0.6	100	-4	-1	-5	-8	-8
48: c1ccc2[nH]c(SCc3cscn3)nc2c1
    0	-5	-1	-0.5	98	-9	4	5	2	-37
49: Brc1cc2c(cc1C1Nc3ccccc3C3C=CCC31)OCO2 (configuration not stated)
    -1	0	4	-0.1	90	8	-6	6	-17	-21
50: CN(C)CCCNC(=O)c1ccc(/C=N/O)nc1
    0	-4	1	-1.9	101	0	-4	-4	8	15
51: CC(C)n1nnnc1C1c2ccccc2C(=O)N1CCOc1ccccc1 (configuration not stated)
    .	0	-4	.	95	.	.	.	-1	-8
52: O=C(OCc1cc(=O)n2ccsc2n1)c1ccccc1NCCO
    -3	-2	-7	-0.6	104	5	26	-2	-10	-9
53: Cc1ccc(S(=O)(=O)N2CCCCC2)cc1C(=O)OC1CCCCC1=O (configuration not stated)
    0	3	-1	-3.7	97	-9	-3	2	-2	-4
54: COc1ccc(C2CC(c3cccs3)=NN2C(=O)COC(=O)c2cc3ccccc3cc2O)cc1OC (configuration not stated)
    -2	1	-7	0.9	99	2	1	7	4	-3
55: Nc1nc(-c2cccs2)cs1
    1	1	-10	0.1	104	7	1	-2	-13	.
56: CC(C)(C)n1cnc2cc(NCc3ccc(Br)cc3)ccc21
    -6	-3	-4	3.7	92	5	-9	7	6	-56
